Bioassay records: PubChem BioAssay, National Center for Advancing Translational Sciences (NCATS)
Fluorescein fluor = compound autofluorescence in fluorescein spectral region. Compound autofluorescence, 480/540 nm, fluorescein-equivalent; stronger effect = higher value. max fluorescein-equivalent concentration, M. 59,000 compounds, 0.91% hits. AID 593; in the data active = max fluorescein-equivalent concentration above about 10 nM; inconclusive = between about 1.1 nM and that limit
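Library compounds, added at multiple concentrations to pH 8.0 Tris buffer (100 mM), incubate 15 min at room temperature before CCD imaging at 480 nm excitation and 540 nm emission.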
BRCT inh green = BRCA1 BRCT-phosphoprotein interaction inhibition. AID 875. BRCA1 BRCT-phosphopeptide binding, green fluorescence polarization. 75,000 compounds, 0.05% hits. P38398. Potency, µM (top dose mostly 76.9 µM), for the others: top-dose activity change, negative = inhibition, actives largely listed as inhibitors;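 also: potency is read from the fitted curve at half-maximal effect; plate controls were peptide without protein for full effect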
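Compounds were incubated for 12 min at room temperature with a complex of 100 nM fluorescein-tagged pBACH1 decapeptide and 250 nM His-tagged BRCT protein. Buffer was phosphate pH 7.3 with EDTA, DTT and Tween 20. Disruption of binding lowers the polarization signal.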
4-MU autofl = 4-MU region autofluorescence; compound autofluorescence, 340/450 nm, 4-MU equivalents; stronger effect = higher value; max dye-equivalent concentration, M; 59,000 compounds, 11% hits; in the data active = max dye-equivalent concentration above about 10 nM; inconclusive = mostly about 1.1 nM to 9.6 nM
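Compounds in 100 mM Tris, pH 8.0, sat 15 min at room temperature before fluorescence was read at 340 nm excitation/450 nm emission; a per-plate six-point 4-MU standard curve converted signals to dye-equivalent concentration at each compound concentration.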
Rhodamine autofl = rhodamine region autofluorescence. Rhodamine-region fluorescence, 547/598 nm, Tris buffer; stronger effect = higher value. max dye-equivalent concentration, M. 59,000 compounds, 0.05% hits. AID 594; in the data active = max dye-equivalent concentration above about 11 nM; inconclusive = between about 1.1 nM and that limit
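Steps: pin-transfer compounds into pH 8.0 Tris (100 mM), hold 15 min at room temperature, image with a 547/598 nm filter pair, and convert intensities to rhodamine-equivalent concentration using a six-point on-plate rhodamine series.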
Casp1 inh = blocks human caspase-1 allosterically or competitively; P29466; AID 900; 75,000 compounds, 0.03% hits; Potency, µM (series often up to 57.5 µM), for the others: at the highest dose activity change, negative = inhibition, most hits filed as inhibitors; Caspase-1 enzyme, Ac-WEHD-AFC fluorogenic rate;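 also: potency is read from the fitted curve at half-maximal effect; plate controls were vehicle for no effect and no substrate for full effect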
Target sequence (P29466 120-297 limits assumed): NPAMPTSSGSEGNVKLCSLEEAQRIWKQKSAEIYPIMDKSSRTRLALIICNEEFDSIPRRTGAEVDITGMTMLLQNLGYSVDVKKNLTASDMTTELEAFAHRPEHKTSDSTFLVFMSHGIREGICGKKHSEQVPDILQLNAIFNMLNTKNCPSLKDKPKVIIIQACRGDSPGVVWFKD
Target sequence (P29466 317-404 limits assumed): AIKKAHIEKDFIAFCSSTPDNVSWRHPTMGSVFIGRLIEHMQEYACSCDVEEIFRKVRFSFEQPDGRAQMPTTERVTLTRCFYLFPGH
A350 fluor = A350 region autofluorescence | Compound autofluorescence, 340/450 nm, Alexa 350 dye-equivalents; stronger effect = higher value | max dye-equivalent concentration, M | 59,000 compounds, 11% hits | AID 590; in the data active = max dye-equivalent concentration above about 10 nM; inconclusive = mostly about 1.1 nM to 9.6 nM
USP2a inhib = inhibitors of human ubiquitin-specific protease USP2a | 60,000 compounds, 0.1% hits | USP2a enzymatic assay, qHTS inhibition | AID 927 | Potency, µM (highest dose often 38.3 µM), for the others: at the highest dose activity change, negative = inhibition, hits mostly inhibitors;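 also: potency is read from the fitted curve at half-maximal effect; nearly all actives have a fitted effect of over 60% in size; plate controls were DMSO for no effect and NEM full inhibition control for full effect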
Target sequence (O75604 whole entry, looked up): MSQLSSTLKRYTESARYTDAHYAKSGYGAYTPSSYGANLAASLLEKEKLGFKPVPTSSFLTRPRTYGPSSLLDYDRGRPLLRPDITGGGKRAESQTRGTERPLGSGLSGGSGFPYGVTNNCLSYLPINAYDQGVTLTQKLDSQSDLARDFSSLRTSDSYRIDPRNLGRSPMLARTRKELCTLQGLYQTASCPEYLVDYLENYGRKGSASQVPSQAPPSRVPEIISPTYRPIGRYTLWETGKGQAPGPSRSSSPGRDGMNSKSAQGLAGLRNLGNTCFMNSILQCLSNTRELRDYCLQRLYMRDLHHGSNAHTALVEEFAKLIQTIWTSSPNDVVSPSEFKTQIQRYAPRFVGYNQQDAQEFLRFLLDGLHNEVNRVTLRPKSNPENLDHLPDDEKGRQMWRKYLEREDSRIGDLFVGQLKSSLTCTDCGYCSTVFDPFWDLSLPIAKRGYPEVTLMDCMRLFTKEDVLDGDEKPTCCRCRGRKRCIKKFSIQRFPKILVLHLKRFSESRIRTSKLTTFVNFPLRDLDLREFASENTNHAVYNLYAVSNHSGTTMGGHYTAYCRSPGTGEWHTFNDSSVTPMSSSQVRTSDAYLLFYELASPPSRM
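USP2 core (20nM final) preincubated 30 min RT with compound, then Ub-PLA2 20nM and NBD C6-HPC 20uM final added; buffer 20mM Tris-HCl pH 8.0, 2mM CaCl2. Fluorescence Ex 460/Em 535 read at 0 and 2.5 h; normalized to NEM.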
HEK293 cAMP cs = raises cAMP in parental HEK293 cells, TSHR agonist counter-screen. parental HEK293 CNG cAMP sensor, membrane potential fluorescence. Potency, µM (series often up to 57.1 µM), without a hit: top-dose activation, hits mostly activators. 73,000 compounds, 2.5% hits. AID 938; also: potency is read from the fitted curve at half-maximal effect; % of control where 0% means no effect; nearly all actives have a fitted effect of over 55% in size
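Parental HEK 293 cells stably expressing a cAMP-gated CNG channel were loaded with membrane potential dye containing 100 uM RO 20-1724 for 60 min. Compound added for 30 min; depolarization read as fluorescence intensity at 590 nm.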
TexasRed autofl = compounds fluorescent in Texas Red spectral region | max dye-equivalent concentration, M | 59,000 compounds, 0.06% hits | Compound fluorescence, Texas Red channel, 547/618 nm; stronger effect = higher value; in the data active = max dye-equivalent concentration above about 10 nM; inconclusive = between about 1.1 nM and that limit
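Texas Red-region profiling: compounds in 100 mM Tris pH 8.0 were read at 547/618 nm after 15 min at room temperature. Intensities were normalized against a six-point Texas Red standard series to give dye-equivalent concentration.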
Caspase-7 inhib = caspase-7 (human) inhibition, allosteric or competitive; Potency, µM (top dose mostly 57.5 µM), for the others: top-dose activity change, negative = inhibition, hits mostly inhibitors; P55210; 75,000 compounds, 0.02% hits; recombinant caspase-7, Ac-DEVD-AFC fluorescence rate; active = well fitted inhibition curve with a large enough effect in the main read-out, with a control signal flat, not every such curve was filed as active; inconclusive = small, poorly fitted or top-dose-only effect, or a change in a side signal; also: potency is read from the fitted curve at half-maximal effect; % of control where 0% means no effect
BRCT PPI red = disrupts BRCA1 BRCT binding to phosphoprotein, red fluorophore readout; AID 892; P38398; BRCT-phosphopeptide binding, red fluorescence polarization; Potency, µM (highest dose often 76.9 µM), for inactives: at the top dose activity change, negative = inhibition, usual class: inhibitors; 75,000 compounds, 0.03% hits; also: % is scaled to controls: 0 for no effect and ±100 for the full control effect
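Fluorescence polarization: 100 nM His-tagged BRCA1 BRCT with 100 nM TAMRA-labelled phospho-BACH1 decapeptide, phosphate buffer pH 7.3 with 150 mM NaCl, DTT, 0.01% Tween 20; 12 min RT. Binding inhibition seen as FP decrease.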
Numbers without * were called inactive; i = inactive; ? = inconclusive; · = no result given; [ ] = dose if it differs, or a comment. Unless noted, calls follow the shape of the dose curve; as a rule, active = well fitted curve in the direction sought with a large enough effect; inconclusive = small, poorly fitted or top-dose-only effect, or another doubt; inactive = no such curve, though single readings can be large; an effect the other way counts as inactive or inconclusive.

SMILES | Fluorescein fluor | BRCT inh green | 4-MU autofl | Rhodamine autofl | Casp1 inh | A350 fluor | USP2a inhib | HEK293 cAMP cs | TexasRed autofl | Caspase-7 inhib | BRCT PPI red
Clc1ccccc1C(Nc1ncccn1)Nc1ncccn1 | i | -1.0%[15.4 µM] | i | i | -4%[11.5 µM] | i | · | -1%[11.4 µM] | i | -1%[11.5 µM] | 0.0%[15.4 µM]
O=C(CSc1ncccn1)NC(=O)NCc1ccccc1 | i | -1.0% | ? | i | 1% | ? | -6% | -2% | i | 0% | -0.1%
CCc1c(C#N)c(SCc2c(C)noc2C)nc2c1C(=O)CC(C)(C)C2 | i | 0.7% | i | i | -2% | i | -12% | 13µM* | i | -1% | 1.0%
CC(C)(C)C(=O)CC(=O)Nc1ccc(Cl)c(N)c1 | · | -1.7% | · | · | 2% | · | 1% | 19% | · | -1% | -0.5%
COCCCn1c(SCC(=O)Nc2cccc(C)n2)nnc1-c1ccco1 | ? | 1.0% | i | i | -2% | i | 0% | 9% | i | 0% | -1.6%
O=C(NCCCN1CCCCC1)c1ccc2c(c1)NC(=O)C(N1CCCCC1)S2 (stereo unspecified) | i | 0.6% | i | i | 0% | i | 9% | 2% | i | -1% | -0.1%
COc1ccc(CC(NC(C)=O)C(=O)N2CCN(C(=O)Nc3ccc(Cl)cc3)CC2)cc1OC (stereo unspecified) | ? | -0.4% | i | i | -5% | i | 20% | -19% | i | 3% | -0.2%
O=C1c2ccccc2S(=O)(=O)N1CC(O)Cn1c2ccccc2c2ccccc21 (stereo unspecified) | · | -1.7% | · | · | -4% | · | 28% | ? | · | -2% | 0.8%
CCOC(=O)N1CCN(C2CC(=O)N(c3ccc(C)cc3)C2=O)CC1 (stereo unspecified) | i | -0.6% | i | i | 1% | i | 3% | -2% | ? | 0% | 0.3%
CCC/C=C(\CCC)C(NS(=O)(=O)c1ccc(C(F)(F)F)cc1)c1ccc(-c2ccccc2)cc1 (stereo unspecified) | · | 0.6% | · | · | 1% | · | · | -1% | · | 0% | 0.4%
O=C(c1cccs1)N(CCO)Cc1cc2cc3c(cc2[nH]c1=O)OCCO3 | i | -1.7% | 1.7e-07M* | i | -1% | 1.5e-07M* | 3% | 2% | i | -1% | -1.2%
O=C(N/N=C\c1ccc([N+](=O)[O-])o1)c1ccc(O)cc1 | ? | -6.2%[34.4 µM] | i | i | -2%[25.7 µM] | i | -2%[17.1 µM] | 14%[25.6 µM] | i | -4%[25.7 µM] | 0.1%[34.4 µM]
COc1ccc(OCC(O)COc2ccc(C(=O)O)cc2)cc1 (stereo unspecified) | i | 1.2% | i | i | -1% | i | -1% | 3% | i | 2% | -1.1%
CCCC(=O)NCCc1cc2cc(C)c(C)cc2[nH]c1=O | i | -0.5% | ? | i | -2% | ? | -4% | 1% | ? | -1% | -0.3%
CCN(Cc1cc2ccccc2[nH]c1=O)C(=O)C(C)C | i | -4.4% | i | i | 0% | ? | 0% | 8% | i | 0% | 0.2%
CCOC(=O)c1c(NC(C)=O)sc2c(O)c(CN3CCN(CC)CC3)ccc12 | i | 2.6% | i | i | 1% | i | 19% | ? | ? | 0% | -0.9%
O=C(O)[C@@H](O)c1ccc(F)cc1 | i | -1.6%[15.4 µM] | i | i | 1%[11.5 µM] | i | · | 6%[11.4 µM] | i | 2%[11.5 µM] | -0.4%[15.4 µM]
CC1CCCC(C)N1C(=O)CSc1nnc(CSc2ncccn2)n1C (stereo unspecified) | ? | -1.5% | i | i | -1% | i | 17% | -1% | i | -2% | -0.8%
COc1cc2cc(CN(Cc3nnnn3C3CCCC3)C3CCCC3)c(=O)[nH]c2cc1OC | ? | -12% | 4.3e-07M* | i | 4% | 6.9e-07M* | -1% | -4% | i | 2% | -3.0%
CCCc1[nH]nc2c1C(c1ccc(OC(=O)N3CCOCC3)cc1)C(C#N)=C(N)O2 (stereo unspecified) | i | -1.4% | i | i | -1% | i | 8% | 18% | ? | 0% | -3.1%
CC(=O)Nc1nc(CC(C)C)cc2c1c(=O)oc1ccccc12 | i | -0.7% | 1.2e-08M* | i | -1% | 1.1e-08M* | 4% | 23% | i | 0% | -1.1%
C=CCSc1nnc2c(n1)OC(c1cccnc1)N(C(C)=O)c1ccccc1-2 (stereo unspecified) | ? | -1.1% | i | i | ? | i | 4% | 4% | i | -17% | -1.7%
CSc1nnc2c3cc(C)ccc3n(Cc3ccccc3)c2n1 | i | -1.7% | i | i | -3% | ? | -8% | 16µM* | i | -3% | 0.3%
Cc1cc(C)cc(N(CC(=O)O)S(=O)(=O)c2cccnc2)c1 | · | 0.1% | · | · | -3% | · | · | -1% | · | 3% | -1.4%
O=C(O)C1CC(=O)N(Cc2ccc3c(c2)OCO3)C1 (stereo unspecified) | i | -1.8% | i | i | -3% | i | 0% | 0% | ? | 0% | 0.3%

An excerpt of these results, comma-delimited.
compound,Fluorescein fluor,BRCT inh green,4-MU autofl,Rhodamine autofl,Casp1 inh,A350 fluor,USP2a inhib,HEK293 cAMP cs,TexasRed autofl,Caspase-7 inhib,BRCT PPI red
CSc1nnc2c3cc(C)ccc3n(Cc3ccccc3)c2n1,i,-1.7%,i,i,-3%,?,-8%,16µM*,i,-3%,0.3%
Cc1cc(C)cc(N(CC(=O)O)S(=O)(=O)c2cccnc2)c1,·,0.1%,·,·,-3%,·,·,-1%,·,3%,-1.4%

The list goes on:
SMILES | Fluorescein fluor | BRCT inh green | 4-MU autofl | Rhodamine autofl | Casp1 inh | A350 fluor | USP2a inhib | HEK293 cAMP cs | TexasRed autofl | Caspase-7 inhib | BRCT PPI red
CCCNC(=O)OC[C@@H]1O[C@H](CCO/N=C\c2ccc(C(=O)N3[C@H](c4ccc(C)cc4)[C@@H](C)CC[C@H]3C(=O)OC)cc2)C=C[C@@H]1Oc1ccc(OC)cc1 | · | 0.7%[15.4 µM] | · | · | 0%[11.5 µM] | · | · | 12%[11.4 µM] | · | 5%[11.5 µM] | 0.3%[15.4 µM]
CN(C)Cc1ccccc1-c1cncnc1Nc1ccccc1 | ? | -3.2% | i | i | -2% | ? | -21% | 6% | i | -1% | 1.4%
CN1CCN(Cc2nc3c(c(=O)n(C)c(=O)n3C)n2CCc2ccccc2)CC1 | · | -3.4% | · | · | ? | · | · | 11% | · | -4% | 0.6%
COc1ccc(CN(C(=O)c2ccco2)c2ccc(C)cc2)cc1OC | ? | 1.1% | i | i | 1% | i | -3% | ? | ? | 1%[0.00368 µM] | -0.5%
Cc1cccc(O)c1C | · | -1.4% | · | · | 0% | · | · | 24% | · | -4% | -1.3%
Nn1c(SCC(=O)Nc2ccc(F)cc2)nnc1-c1cccnc1 | i | 1.9% | i | i | -1% | i | 10% | 3% | i | 0% | -0.8%
O=C(O)CCN(CCC(=O)O)S(=O)(=O)c1ccccc1 | ? | -2.0% | i | i | 1% | i | -17% | -4% | i | 1% | -2.6%
CCCNC(=O)CC(NS(=O)(=O)c1ccc(Cl)cc1)c1ccco1 (stereo unspecified) | ? | -2.9% | i | i | 1% | i | 11% | 14% | i | 0% | 0.1%
CCOc1ccccc1N1C(=O)CC(Sc2ncccc2C(=O)O)C1=O (stereo unspecified) | ? | -3.2% | i | i | 3% | i | 9% | 1% | ? | 0% | -0.2%
O=C(NCCCCNC(=O)C1CCCC1)C1CCCC1 | i | -0.1% | ? | i | 0% | ? | -8% | 5% | i | 1% | 1.0%
O=C(Nc1nnc(-c2ccccc2Cl)o1)c1cccnc1 | i | -3.8% | i | i | -2% | i | 38%[activator] | 5% | i | -3% | 0.5%
O=C(NCc1ccc2c(c1)OCO2)c1ccncc1 | ? | -0.6% | 1.1e-08M* | i | 0% | 1.4e-08M* | 5% | -1% | i | -1% | 0.0%
CC(Cc1ccccc1)C(=O)NCC1CC1 (stereo unspecified) | · | -1.5% | · | · | 1% | · | · | -2% | · | -2% | 0.9%
CCC(=O)/C=C/C1C(C)=CCCC1(C)C (stereo unspecified) | · | -1.0% | · | · | 1% | · | · | 33% | · | 0% | 0.6%
c1ccc(CCn2nnnc2C(c2cccs2)N2CCN(Cc3ccc4c(c3)OCO4)CC2)cc1 (stereo unspecified) | i | -3.9% | i | i | -1% | i | 227%[activator] | ? | ? | -1% | -1.6%
Nc1cccc2cnccc12 | i | -2.7% | i | i | 0% | i | -7% | 1% | i | 0% | -1.1%
O=S(=O)(c1cccc2nsnc12)N1CCc2ccccc21 | i | -0.1% | i | i | -10% | i | -3% | 29% | i | -2% | -0.3%
COc1ccc(S(=O)(=O)N2CCOCC2)c(Cl)c1Cl | i | 0.9% | i | i | 3% | i | 2% | 2% | i | -2% | -0.9%
Cc1noc(C)c1C(=O)N1CCC2(CC1)CCN(C(c1ccccc1)c1ccccc1)CC2 | ? | -3.2% | i | i | -1% | i | 57%[activator] | 22% | i | -1% | -0.2%
COc1cc(C)nc(N2CCCC(C(=O)NC3CCC(C)CC3)C2)n1 (stereo unspecified) | ? | -1.7% | i | i | 1% | i | 8% | 3% | i | 1% | 1.2%

Some entries already given with just TexasRed autofl.
smiles	TexasRed autofl
COc1cc(C)nc(N2CCCC(C(=O)NC3CCC(C)CC3)C2)n1 (stereo unspecified)	i
CCCNC(=O)CC(NS(=O)(=O)c1ccc(Cl)cc1)c1ccco1 (stereo unspecified)	i
O=C(O)CCN(CCC(=O)O)S(=O)(=O)c1ccccc1	i

Only part of the results is shown (hit frequency here may not be typical).
